Screening data: PubChem, Broad Institute
SIRT5 inh: blocks human SIRT5 desuccinylation of peptide; Q9NXA8; Purified SirT5, succinyl-peptide AMC, trypsin-coupled fluorescence; inhibition, % at 15 µM; actives 1.1% (n = 330,000); AID 652115; in the data active = inhibition above about 15%; inconclusive = no clear call, values can overlap the other calls
Target sequence (Q9NXA8 whole entry, looked up): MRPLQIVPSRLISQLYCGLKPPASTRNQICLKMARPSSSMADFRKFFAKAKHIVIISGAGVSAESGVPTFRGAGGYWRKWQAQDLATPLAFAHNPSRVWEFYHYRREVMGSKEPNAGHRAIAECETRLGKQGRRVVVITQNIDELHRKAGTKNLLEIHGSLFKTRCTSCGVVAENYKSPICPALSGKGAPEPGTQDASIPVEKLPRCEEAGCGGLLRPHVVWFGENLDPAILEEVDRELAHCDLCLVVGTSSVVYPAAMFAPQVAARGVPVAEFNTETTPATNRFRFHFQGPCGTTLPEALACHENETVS
CASP6 VEID inh: inhibitors of human caspase-6; P55212; purified caspase-6, Z-VEID-R110 cleavage fluorescence; inhibition, % at 12.5 µM; actives 0.53% (n = 350,000);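 active = mean inhibition across replicates at least about 35%, with every replicate also reaching that limit, limit read from the data; inconclusive = only one of the two criteria met; inactive = neither criterion met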;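 note: 0% = median of neutral control wells and 100% = no fluorescence left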
Target sequence (P55212 24-179 limits assumed): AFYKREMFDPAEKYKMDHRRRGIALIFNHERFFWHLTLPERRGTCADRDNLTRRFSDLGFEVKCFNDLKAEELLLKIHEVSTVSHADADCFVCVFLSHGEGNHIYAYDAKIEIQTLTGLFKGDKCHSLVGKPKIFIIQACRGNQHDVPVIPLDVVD
Target sequence (P55212 194-293 limits assumed): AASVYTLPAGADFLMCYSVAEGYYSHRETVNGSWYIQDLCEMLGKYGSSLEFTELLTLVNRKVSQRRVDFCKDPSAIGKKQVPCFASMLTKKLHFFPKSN
C2C12 statin: suppressors of simvastatin-induced myotoxicity in C2C12 myotubes. ATP luminescence, 48 h; scaled: DMSO 0, geranylgeraniol control 100. actives 0.78% (n = 330,000). rescue of ATP level, % at 7.49 µM;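 active = mean ATP rescue above about 67%, or every replicate alone reaching that limit, limit read from the data, passing the limit was not always enough; inconclusive = no clear call, values can overlap the other calls; inactive = mean under the limit and some replicate under it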;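 note: myotubes were challenged with 10 µM simvastatin during compound exposure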
LGR2 antag: blocks bursicon-induced cAMP signaling via Drosophila LGR2 | HEK293 LGR2, CRE-luciferase, bursicon-stimulated, 4 h | actives 0.35% (n = 380,000) | inhibition, % at 9.99 µM;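 active = drop in luminescence signal, shown as inhibition above about 50% in the replicate tests, limit read from the data, passing the limit was not always enough; inconclusive = probably only some replicates passing the limit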;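 note: agonist challenge used bursicon conditioned medium at about half maximal strength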
FN deposit inh: fibronectin deposition inhibition | AH1F fibroblasts, Alexa488-fibronectin deposition fluorescence, overnight | inhibition, % at 12.6 µM | actives 0.086% (n = 350,000) | AID 743247;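 active = mean inhibition across replicates of 30% or more, regardless of how many single replicates reach that level; inconclusive = mean under 30% yet at least half of replicates reach 30%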;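 note: positive control wells lacked labelled fibronectin entirely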
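Assay system: AH1F fibroblasts assembling fluorescent fibronectin matrix; Amount: 10000 AH1F cells per well; Buffer or medium: DMEM, 2% serum; Probe or stimulus: Alexa488-fibronectin, 24 nM final in well; Doses: single compound dose, delivered by pin transfer; Incubation: 1 h adhesion, overnight exposure; Measured by: fluorescence 485/525 nm; Read-out: fibronectin deposition inhibition.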
esBAF inh: inhibitors of esBAF chromatin remodeling in mouse ES cells. reporter increase, % at 12.5 µM. Bmi1-luciferase knock-in reporter, 24 h; 100% = twice the neutral-well signal. actives 2% (n = 350,000); in the data active = activation above about 40%; inconclusive = no clear call, values can overlap the other calls;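 note: 0% = median of the plate's neutral control wells and 100% = double that signal; a rise in the Bmi1 reporter signal indicates esBAF inhibition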
S100A4 MyoIIA: S100A4-myosin IIA interaction inhibition. P26447. S100A4/TAMRA-MyoIIA peptide fluorescence polarization. inhibition, % at 10.7 µM. actives 0.14% (n = 360,000);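 active = mean inhibition of at least 70% across replicates, with every replicate also reaching that level; inconclusive = mean inhibition reaches 70% but some replicates fall short; inactive = mean inhibition below 70%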
Target sequence (P26447 whole entry, looked up): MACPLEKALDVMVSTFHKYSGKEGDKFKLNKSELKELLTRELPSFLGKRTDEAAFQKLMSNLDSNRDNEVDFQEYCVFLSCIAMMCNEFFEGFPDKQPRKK
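Material: S100A4 monomer (human). Medium: Calcium-containing HEPES buffer, pH 7.2. Probe or stimulus: labelled myosin peptide probe, 5 nM. Compound dosing: one concentration per compound. Timing: polarization read 5 min after assay mix addition, stable 5–60 min. Benchmarks: DMSO as neutral control, TFP as positive control.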
An asterisk follows results filed as active; u = inconclusive; x = no result given; & = joins results of further samples. This is a subset; count on the stated rates, not on these rows.

SMILES | SIRT5 inh | CASP6 VEID inh | C2C12 statin | LGR2 antag | FN deposit inh | esBAF inh | S100A4 MyoIIA
COc1ccc(NC(=O)N(C)C[C@@H]2Oc3ccc(NS(=O)(=O)c4cccs4)cc3C(=O)N([C@@H](C)CO)C[C@H]2C)cc1 | 2 | 1 | -37 | 1 | x | -5 | -12
O=C(c1cnccn1)N1CC(=O)N2[C@H](CO)[C@H](c3ccc(C4=CCCCC4)cc3)[C@@H]2C1 | -8 | x | x | 7 | x | x | 23
O=C(Nc1ccc2c(c1)CCCN2C(=O)c1cccs1)c1c(F)cccc1F | -3 | x | -5 | 13 | -9 | -5 | 0
O=C(C[C@@H]1C[C@@H]2c3cc(NS(=O)(=O)c4ccc(F)cc4)ccc3O[C@@H]2[C@H](CO)O1)NCc1ccc(Oc2ccccc2)cc1 | 6 | -1&-1 | 1&13 | 7&21 | 4 | -4&3 | -68&0
CCN1CCN(C(=O)c2cc(-c3ccc(Cl)s3)nc3ccccc23)CC1 | -13 | -1 | -6 | 18 | -4 | 3 | -11
C[C@H](CO)N1C[C@H](C)[C@@H](CN(C)S(=O)(=O)c2ccc(Cl)cc2)Oc2c(NC(=O)Nc3ccc(C(F)(F)F)cc3)cccc2C1=O | -1 | x | 102* | x | x | 4 | 5
O=C(c1ccc(NC2=NC3CS(=O)(=O)CC3S2)cc1)N1CCN(c2ccc(F)cc2)CC1 (stereo not given) | -1 | 0 | -1 | 21 | -6 | -1 | 5
CCC(=O)N(C)C[C@@H]1Oc2ncc(C#Cc3ccncc3)cc2C(=O)N([C@H](C)CO)C[C@H]1C | -3 | 1 | -18 | -1 | 7 | 2 | -24
O=C(O)Cc1coc2cc3c(cc12)CCC3 | 0 | 0 | 3 | 8 | -3 | 5 | -9
Cc1onc(-c2ccccc2Cl)c1C(=O)NC1CCCCCC1 | 0 | -1 | -13 | 3 | 1 | 8 | 3
CC1CCCCN1S(=O)(=O)c1ccc(NC(=O)CSc2nnnn2C)cc1 (stereo not given) | x | x | -2 | x | 3 | -2 | x
COc1ccccc1S(=O)(=O)N1CC[C@H]2[C@H](CO)Nc3ccc(Br)cc3[C@H]21 | x | x | -11 | -14 | 8 | 1 | x
C/C=C/c1ccc2c(c1)O[C@@H](CN(C)C)[C@H](C)CN([C@@H](C)CO)S2(=O)=O | 11 | 3 | 9 | 12 | -5 | -14 | 15
Cc1cc(=O)oc(C)c1C(=O)NCCN1CCOCC1 | x | x | 14 | x | -2 | -3 | x
COc1cccc(N(CC(=O)O)S(=O)(=O)c2ccccc2)c1 | x | x | 1 | x | -2 | -7 | x
O=C(C[C@@H]1CC[C@H]2[C@@H](COC[C@H](O)CN2C(=O)c2cnccn2)O1)NCc1ccc(Oc2ccccc2)cc1 | x | x | -13 | 14 | -9 | -1 | x
CCCCNC(=O)CC1S/C(=N/N=C/c2ccc(OC)cc2)NC1=O (stereo not given) | 0 | 4 | x | 7 | -5 | x | 2
Cc1nnc(SCC(=O)NCc2ccccc2)[nH]c1=O | 1 | 0 | 1 | -10 | x | -12 | 6
C[C@@H]1CN([C@@H](C)CO)C(=O)CCCn2cc(nn2)CO[C@H]1CN(C)Cc1ccc2c(c1)OCCO2 | x | x | -23 | -5 | -8 | -6 | x
Cc1ccc(-c2cc(C(=O)N3CCCC3)c3ccccc3n2)s1 | -32 | 5 | x | -40 | 3 | x | 0
C[C@@H]1CN([C@H](C)CO)C(=O)c2cc(-c3ccc(C#N)cc3)cnc2O[C@@H]1CN(C)C(=O)c1ccccc1 | -7 | -2 | 8 | 10 | 2 | -3 | 4
CN(C)CCNc1ncnc2c1ncn2[C@H]1CN(Cc2ccccc2)C[C@@H](CO)O1 | x | -30 | 30 | 1 | 5 | 1 | -4
O=C(CS(=O)CC(=O)N(CC(=O)NC1CCCC1)c1ccccc1F)Nc1ccc(F)cc1 (stereo not given) | -4 | 0 | 1 | 34 | -7 | 9 | -2
C=CCN=C1NC(c2ccc(Cl)cc2)C(C(=O)OC)=C(C)N1C (stereo not given) | x | -6 | x | 0 | 4 | x | -2
C=CCN=C(NC#N)SC | -4 | 1 | -7 | -2 | 15 | 3 | 0
COc1ccc(-c2nnn(Cc3nn[nH]n3)n2)cc1OC | x | x | 1 | x | 16 | -6 | x
C/C(=C/Cc1c(O)cc2oc(C)cc(=O)c2c1O)COC1OC(CO)C(O)C(O)C1O (stereo not given) | 2 | 30 | -4 | 10 | 1 | -4 | -7
O=C(C[C@@H]1CC[C@H]2[C@@H](COC[C@@H](O)CN2C(=O)C2CC2)O1)NCc1ccncc1 | -2 | 1 | 9 | -2 | -13 | -5 | 3
O=C1NN=C(CSc2n[nH]c(=S)s2)CS1 | 0 | -2 | x | -5 | 6 | x | -11
Cc1ccnc2nc(C(=O)Nc3nc4ccccc4s3)nn12 | 0 | -1 | -3 | 18 | -3 | -16 | 1
Cc1cc(Br)ccc1OCC(=O)NNC(=O)C(=O)Nc1ccccc1 | 0 | -2 | x | -8 | -3 | x | -1
CCN(CC)S(=O)(=O)c1ccc(OC)c(NC(=O)Cn2cnc3c2c(=O)n(C)c(=O)n3C)c1 | -9 | -3 | x | 35 | -5 | x | 3
Cc1cc(C)c(C)c(S(=O)(=O)N[C@@H](C)C(=O)OCC(N)=O)c1C | -3 | x | x | -13 | 5 | x | 3
CCOc1ccc(NC(=O)CN(C)C(=O)C2CC(=O)N(CCc3ccccc3)C2)cc1OCC (stereo not given) | 0 | -115 | -9 | 0 | -6 | 3 | -1
CCNC(=S)NNC(=O)C1CCN(Cc2ccccc2)CC1 | -4 | 2 | 8 | -1 | -7 | -9 | 4
C[C@H]1CN([C@@H](C)CO)C(=O)c2cccc(NC(=O)c3ccc(-c4nccs4)cc3)c2O[C@@H]1CN(C)Cc1ccc(C(=O)O)cc1 | 3 | -7 | x | -13 | x | -5 | -2

Fetched one by one from the list above (4):
SMILES | SIRT5 inh | CASP6 VEID inh | C2C12 statin | LGR2 antag | FN deposit inh | esBAF inh | S100A4 MyoIIA
C=CCN=C(NC#N)SC | -4 | 1 | -7 | -2 | 15 | 3 | 0
COc1ccc(-c2nnn(Cc3nn[nH]n3)n2)cc1OC | x | x | 1 | x | 16 | -6 | x
Cc1ccc(-c2cc(C(=O)N3CCCC3)c3ccccc3n2)s1 | -32 | 5 | x | -40 | 3 | x | 0
CCC(=O)N(C)C[C@@H]1Oc2ncc(C#Cc3ccncc3)cc2C(=O)N([C@H](C)CO)C[C@H]1C | -3 | 1 | -18 | -1 | 7 | 2 | -24

Going on with the list:
SMILES | SIRT5 inh | CASP6 VEID inh | C2C12 statin | LGR2 antag | FN deposit inh | esBAF inh | S100A4 MyoIIA
C/C(Cn1cnc([N+](=O)[O-])n1)=N\NC(=O)c1ccccc1F | x | x | -9 | x | 15 | 7 | x
CCc1ccc(C(=O)N2CCN(c3ccc(F)cc3)CC2)s1 | x | x | -7 | -13 | 7 | 5 | x
O=C(CN1CCCCCC1)NCC1CCCO1 (stereo not given) | -1 | -30 | 5 | -6 | -3 | -3 | 15
O=C(C[C@@H]1CC[C@@H]2[C@H](COC[C@H](O)CN2S(=O)(=O)c2ccc(F)cc2)O1)NCC1CC1 | 4 | -1 | 15 | 17 | -5 | -6 | -1
CC1(C)Cc2c(sc3c2c(N)nc(=S)n3Cc2ccc(Br)cc2)CO1 | -8 | -2 | 29 | 17 | 3 | -5 | 1
COc1cc2c(cc1OC)C(c1ccc([N+](=O)[O-])cc1)NC(=O)C2 (stereo not given) | -4 | -1 | 10 | 6 | 1 | -2 | -4
C[C@@H]1CN([C@@H](C)CO)C(=O)c2ccccc2-c2ccccc2CO[C@H]1CN(C)S(=O)(=O)c1cccs1 | 0 | -1 | x | 18 | -4 | 7 | 0
Cc1cc(C)n(CCNS(=O)(=O)c2ccc(Cl)cc2)n1 | -2 | -1 | 5 | 27 | x | -3 | -24
O=C(NCc1cccs1)C1CCC(=O)N1C1CCCCC1 (stereo not given) | x | x | -9 | 14 | 0 | 3 | x
O=C(CN1CCOCC1)N1CC[C@@H]2[C@H]1c1cc(-c3ccccc3F)ccc1N[C@@H]2CO | x | x | -3 | 1 | -1 | 39 | x
COC(=O)C1CCN(S(=O)(=O)CCNC(=O)c2ccccc2)CC1 | -4 | -1 | -2 | -2 | 3 | 5 | 5
CN(C)c1ccc(/C=N/O)cc1 | -2 | -7 | x | 18 | -10 | x | -6
O=C(CNC(=O)c1cccs1)Nc1ncccc1O | 3 | 3 | 6 | 1 | 0 | -4 | -5
Cc1ccccc1N(CC(=O)N1CCOCC1)S(C)(=O)=O | 1 | 1 | x | 3 | -11 | x | 1
CC(NC(=O)/C=C/c1ccco1)c1nc2ccccc2n1Cc1cccc(Cl)c1 (stereo not given) | -2 | 0 | 15 | 7 | -7 | 0 | -1
Cc1cccc(NC(=O)CCN2C(=O)C3C4C=CC(C4)C3C2=O)c1 (stereo not given) | -1 | -6 | -10 | x | x | -3 | -1
C=CCn1c(C(CC)CC(C)(C)O)n[nH]c1=S (stereo not given) | -3 | -3 | x | 12 | -5 | x | -1
CN(C(=O)c1coc(=O)c2ccccc12)c1ccccc1Cl | 1 | x | x | 3 | 0 | x | 0
CC1(Oc2cccc(C#N)c2)CCN(Cc2ccccc2OC(F)F)C1 (stereo not given) | x | 1 | 28 | 7 | 6 | 0 | 2
COc1ccccc1CNC(=O)c1cc(C(=O)CC(C)C)c[nH]1 | -1 | -2 | -5 | 7 | 5 | 6 | -1
COc1ccccc1COC(=O)c1ccc(S(=O)(=O)N2CCOCC2)cc1 | -11 | 0 | -7 | 9 | -3 | -7 | 10
COc1ccc(NC(=O)c2sc3ncn(CC(=O)N4CCN(c5ccccn5)CC4)c(=O)c3c2C)c(OC)c1 | 0 | -2 | -12 | 1 | -8 | 0 | -2
O=C(O)C1CC=CCC1C(=O)NNS(=O)(=O)c1ccccc1 (stereo not given) | -2 | 3 | x | 1 | 2 | x | -3
CN(C(=O)CSc1cc(C(=O)c2nccn2C)c2ccccc2n1)c1ccccc1 | 3 | 5 | 21 | 31 | 1 | -8 | -4
O=C(Nc1ccccc1)Nc1ccc(F)cc1F | -1 | -2 | x | -11 | 0 | x | -8
C/C(=N\NC(=S)NCc1ccccc1)c1ccco1 | 2 | 0 | x | -27 | 1 | x | -2
CCC/C=N/NC(=O)CNC(=O)c1ccccc1Cl | 1 | -1 | x | 4 | 3 | x | 2
CC(=O)NS(=O)(=O)c1ccc(NC(=O)c2ccccn2)cc1 | 0 | x | u | -7 | 6 | 1 | -1
C[C@H]1CN([C@@H](C)CO)C(=O)Cc2cc(NC(=O)Cc3cn(C)c4ccccc34)ccc2O[C@H]1CN(C)S(=O)(=O)c1cccs1 | 1 | 2 | -71 | 12 | 6 | 10 | 5
O=C(c1cnc(N2CCN(c3ccccn3)CC2)c2ccccc12)N1CCN(c2cccc(Cl)c2)CC1 | -8 | 2 | 4 | -6 | -6 | -28 | -1
C[C@H]1CN([C@@H](C)CO)C(=O)c2cc(NC(=O)Nc3cccc4ccccc34)ccc2O[C@H]1CN(C)S(=O)(=O)c1ccc(F)cc1 | 6 | 3 | 15 | 9 | x | -6 | -1
CO[C@@H]1CN(C)C(=O)c2ccc(NC(=O)c3nc4ccccc4s3)cc2OC[C@@H](C)N(Cc2ccccc2)C[C@H]1C | x | -3 | 11 | -15 | -7 | 29 | 6
CCc1nc(CN2CCCC(C(=O)c3ccc4c5c(cccc35)CC4)C2)c(C)[nH]1 (stereo not given) | -3 | -5 | x | -18 | 6 | x | -5
COc1ccc(C(=O)C2CCCN(S(=O)(=O)c3cccnc3)C2)c(C)c1 (stereo not given) | 1 | -2 | x | 16 | -7 | x | -3
